Screens as filed in PubChem BioAssay.
RAD52 anneal inh – inhibitors of human RAD52 DNA annealing | hit rate 0.46% among 360,000 | AID 651710 | P43351 | inhibition, % at 18.7 µM | recombinant RAD52 DNA annealing, FRET fluorescence;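 active means every replicate showing at least 50% inhibition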
Target sequence (P43351 whole entry, looked up): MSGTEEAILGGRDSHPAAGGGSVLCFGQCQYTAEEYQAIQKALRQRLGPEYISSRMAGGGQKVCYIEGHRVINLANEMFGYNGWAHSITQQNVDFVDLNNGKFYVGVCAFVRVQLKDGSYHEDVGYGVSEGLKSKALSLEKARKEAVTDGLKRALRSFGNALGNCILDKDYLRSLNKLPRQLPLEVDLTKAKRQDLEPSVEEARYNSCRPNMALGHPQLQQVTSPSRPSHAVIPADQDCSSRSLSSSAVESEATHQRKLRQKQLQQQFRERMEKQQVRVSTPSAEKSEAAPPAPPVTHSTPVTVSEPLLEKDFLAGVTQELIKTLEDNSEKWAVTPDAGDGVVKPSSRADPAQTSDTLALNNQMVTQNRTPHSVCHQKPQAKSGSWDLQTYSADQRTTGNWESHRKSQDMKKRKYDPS
GSIS activator – primary screen for activators of insulin secretion dependent on glucose, INS-1E cells, GLuc reporter luminescence; activation, % at 16.6 µM; hit rate 0.61% among 370,000; INS-1E GLuc reporter insulin secretion, 2-3 h;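 active means lowest replicate activation of at least 40%, so every replicate reaches that level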;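 further: 0% = median of neutral control wells and 100% = median of IBMX positive control wells; some compounds called inactive have numbers as strong as hits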
ARNT TACC3 PPI – ARNT/TACC3 interaction disruption | inhibition, % at 9.99 µM | hit rate 0.66% among 390,000 | Q9Y6A5 | AlphaScreen His-ARNT PAS-B/GST-TACC3 binding, luminescence; TACC3 fragment carries E629A point mutation;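 active means mean inhibition of replicates at least 50% and at least half of replicates each reaching 50%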;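 further: 0% = complete ARNT plus TACC3 wells and 100% = ARNT alone without TACC3; many hits fall short of the cut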
RAD54 inh – RAD54 (human) branch migration inhibition; Q92698; RAD54 Holliday junction branch migration, FAM/BHQ fluorescence; inhibition, % at 10.4 µM; hit rate 0.14% among 360,000; AID 602329;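 active means mean normalized replicate activity at least 40 and at least half of replicates scoring 40 or more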;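 further: 0% = median of neutral control wells and 100% = median of positive control wells; inhibitors cause a drop in the FAM fluorescence signal; in these data hits start at about 50%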
F508del corr – correctors of CFTR F508del function in bronchial epithelial cells | CFBE cells, YFP halide quenching; stimulated with forskolin plus potentiator P3; % fluorescence drop versus neutral controls | activity (quench increase), % at 7.58 µM | hit rate 0.36% among 350,000;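 active means mean added fluorescence quench of at least 8% versus neutral control, with both replicates also reaching 8%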;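 further: cells transiently co-express mutant CFTR-F508del with the halide-sensitive YFP; corrector assay measuring rescue of mutant channel to the surface after 24 h compound exposure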
esBAF inh – SWI/SNF esBAF complex inhibition. reporter increase, % at 12.5 µM. mouse ES cells, Bmi1-luciferase knock-in reporter, 24 h; 100% = twice the neutral-well signal. AID 602393. hit rate 2% among 350,000; in the data active means activation above about 40%;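 further: 0% = median of the plate's neutral control wells and 100% = double that signal; a rise in the Bmi1 reporter signal indicates esBAF inhibition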
XiGFP reactiv – reactivates the inactive X chromosome in mouse fibroblasts | hit rate 0.055% among 360,000 | activation, % at 7.58 µM | AID 743238 | XiGFP mouse fibroblasts, % GFP-positive cells imaging, 3 d; cells co-treated with 5-aza-dC sensitizer; scaled so ellipticine positive control = 100%;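 active means mean normalized replicate activation at least 10% and every replicate at or above 10%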;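 further: 0% = median of on-plate neutral control wells and 100% = ellipticine 6 µM median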
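System: SV40-immortalized XiGFP fibroblast cells, line 68-5-11 / Incubation: 3-day compound exposure, then 15 min fixation at room temperature / Compound: single concentration per compound, delivered by pin transfer / Buffer or medium: DMEM plus 5-aza-dC sensitizer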
ERAP1 inh – blocks human ERAP1 aminopeptidase activity | AID 652197 | Q9NZ08 | inhibition, % at 10.7 µM | hit rate 0.15% among 340,000 | recombinant ERAP1, Leu-AMC fluorescence, 60 min;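 active means mean replicate inhibition of at least 30%, or all replicates individually reaching that 30% level; inactive means mean below 30% and not every replicate reaching it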;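 further: 0% = neutral control wells and 100% = L-leucinethiol positive control wells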
Active calls of the source: *; / = not tested or not shown. This is a subset; the hit share may differ from the screen's.

SMILES | RAD52 anneal inh | GSIS activator | ARNT TACC3 PPI | RAD54 inh | F508del corr | esBAF inh | XiGFP reactiv | ERAP1 inh
CC(C)(C)c1cc(O)ccc1O | -2 | -8 | / | / | -2.9 | / | 0.1 | -2
O=C(NCCN1CCCCC1)c1ccc(Cl)nc1Cl | 11 | -1 | 2 | / | -2.0 | / | 0.5 | -2
COc1cc2c(C(=O)O)c(C)n(C)c2cc1Br | -8 | 12 | -3 | / | / | / | 0.0 | 5
Cc1c(C(=O)Nc2ccccc2)cc(-c2ccccc2)n1CCCN1CCOCC1 | -10 | 1 | / | 15 | -0.2 | / | 0.1 | -2
Cc1ccccc1CC(=O)N(CCN(C)C)CC1CCCN(Cc2ccccc2F)C1 (centres undefined) | -13 | 2 | 1 | 9 | -0.6 | 3 | 0.1 | -4
CC(C)CN1CCN(Cc2ccccc2C(F)(F)F)CC1CCO (centres undefined) | -19 | 8 | 0 | / | -4.1 | / | -0.3 | 0
COc1ccc(S(=O)(=O)N2Cc3ccccc3-n3nncc3C2)cc1 | -16 | -5 | / | -5 | 0.3 | 3 | 0.2 | /
CC(=O)NCC(=O)Nc1ccc(Br)cc1C(=O)c1ccccc1 | -7 | 11 | -3 | / | -1.1 | / | 0.9 | 0
Cn1c(O)c(C2=NN(C(=O)CCl)C(c3ccccc3)C2)c(=O)n(C)c1=O (centres undefined) | -9 | / | 16 | 1 | -0.9 | -3 | 0.0 | 3
COc1ccc(C(CNC(=O)CCc2ccsc2)N(C)C)cc1 (centres undefined) | -17 | -2 | -2 | -5 | 0.7 | 3 | 0.3 | -4
O=C1NC(=O)C2(CCCc3ccc(N(CCCl)CCCl)cc32)N1 (centres undefined) | 2 | 29 | 2 | 1 | 1.1 | -14 | 0.2 | 1
COP(=O)(NC(C)=O)SC (centres undefined) | -8 | 6 | 3 | -6 | -4.2 | 3 | -0.1 | -2
CCOC(=O)C1(CCc2ccccc2)CCN(Cc2csc(C(C)=O)c2)CC1 | -1 | -21 | 28 | / | 0.4 | / | 0.0 | -3
CCCC(=O)NC(Oc1ccccc1Cl)C(Cl)(Cl)Cl (centres undefined) | -8 | -20 | 7 | / | -0.2 | / | / | -1
O=c1[nH]c(=O)n(Cc2ccccc2)c(O)c1/C=N/NCCO | -88 | 10 | / | -1 | 0.0 | / | 0.0 | /
COC(=O)C1=C(c2ccc(F)cc2OCc2ccccc2)C[C@@H]2CC[C@H]1N2C(=O)NCc1ccc(F)cc1 | -23 | / | 2 | -2 | -0.6 | -2 | 0.0 | 2
C[C@H]1CNCCN1c1ccc(N2CC[C@@H](O)C2)c(C#N)c1 | -5 | / | / | / | 0.9 | / | 0.0 | -1
COC(/C(C)=C/C=C/C(C)=C/c1coc(C)n1)C(C)C1CC(O)C2(C)OC2C=CC(C)C2CC(CC(=O)O2)CC2OC2C(=O)O1 (centres undefined) | -10 | / | -7 | / | 5.1 | / | -0.1 | 1
COc1ccc(C(=O)C2CCCN(Cc3cnc(C)s3)C2)cc1OC (centres undefined) | -16 | 3 | / | / | 2.3 | / | 0.2 | -4
COc1ccc(C#Cc2ccc([C@@H]3[C@H]4CN(C(=O)Cc5ccccc5)CCCCN4[C@H]3CO)cc2)cc1 | -42 | 4 | -9 | 3 | 2.3 | 3 | 0.1 | 2
Cc1c(N=Nc2c(O)[nH]c(=S)[nH]c2=O)c(=O)n(-c2ccccc2)n1C | / | -5 | 61* | 6 | / | / | 0.0 | /
CCC(C)C(NC(=O)CCCNC(=O)CCC(=O)OC1O[C@H]2OC3(C)CC[C@H]4[C@H](C)CCC(C1C)C24OO3)C(=O)O (some centres undefined) | 1 | 5 | -6 | -3 | 4.6 | -7 | 0.4 | -2
Cc1[nH]c2ccccc2c1C(=O)CN1CC=C(c2ccccc2)CC1 | -12 | -1 | / | 24 | 6.5 | 2 | 0.3 | -5
Cc1cccc(NC(=S)N2CC3CC(C2)c2cccc(=O)n2C3)c1C (centres undefined) | -2 | 6 | 0 | / | / | -9 | -0.1 | -2
CNP(=O)(Oc1ccccc1)OC12CC3CC(CC(C3)C1)C2 (centres undefined) | -19 | 17 | 0 | / | 4.6 | / | 0.5 | -4
COC(=O)C1=C(c2cccc(OCc3ccccc3)c2)C[C@@H]2CC[C@H]1N2C(=O)NCc1cccc(OC)c1 | 17 | -8 | -6 | -14 | -1.2 | -4 | 0.0 | 0
COc1ccc(CNCCc2c[nH]c3ccccc23)cc1OC | -2 | 5 | -5 | 1 | -0.1 | -7 | 0.0 | -2
O=C1NCN(c2ccccc2)C12CCN(C(CCc1ccccc1)c1nnnn1Cc1ccccc1)CC2 (centres undefined) | -9 | -9 | / | 12 | -1.9 | -6 | 0.2 | /
C1=NCCCN2CCCCC12 (centres undefined) | -25 | / | / | -9 | -3.7 | -11 | 0.1 | 1
CCC(=NCc1ccco1)c1c(O)n(-c2ccccc2C)c(=O)[nH]c1=O | -13 | / | 2 | -7 | -2.1 | / | 0.1 | 1
COc1cc(N2CCOCC2)ccc1/C=C1\C(=O)NC(=O)N(Cc2cccs2)C1=O | -139 | -5 | -5 | / | -2.5 | / | 0.7 | 0
COc1ccc(CC2(CCc3ccncc3)C(=O)NC(=O)NC2=O)c(OC)c1 | 10 | 4 | / | / | 0.2 | / | 0.0 | -4
O=C(O)CCC(=O)NCCC1=c2ccccc2=N/C1=C\c1c(O)n(Cc2ccc(F)cc2)c(=S)[nH]c1=O | -35 | -4 | 6 | 0 | 0.5 | 5 | -0.1 | 1
COC(=O)C1=C(c2cccc(C#N)c2)C[C@@H]2CC[C@H]1N2C(=O)NCCO | -8 | 8 | 1 | 5 | -0.7 | 2 | 0.0 | -4
O=[N+]([O-])c1cccc(O)c1 | -6 | -1 | / | 3 | -3.2 | 0 | / | -2
COc1ccc(NC(=S)NC(NC(=O)CF)C(Cl)(Cl)Cl)cc1[N+](=O)[O-] (centres undefined) | 14 | 37 | 4 | -7 | 0.1 | / | 0.3 | -5
CCC(CC)NCc1c[nH]c2ccccc12 | -15 | -3 | / | / | 0.3 | / | 0.1 | -3
Cc1cc(C)c(C)c(C(O)(C(=O)O)c2ccccc2)c1 (centres undefined) | -9 | / | / | / | 3.3 | / | -0.1 | -7
Cc1ccccc1CCNCc1ccc(Br)cc1 | -9 | 6 | / | -2 | -2.4 | 4 | 0.2 | -1
N=C1c2ccccc2CN1NC(=O)c1ccco1 | -5 | / | -11 | 1 | -1.7 | -4 | -0.1 | 0
Cc1nc2ccccc2c(=O)n1-c1ccc(Cl)cc1[N+](=O)[O-] | -6 | 10 | 3 | / | 3.2 | / | 0.1 | 0
Cc1cc(C=C2C(=O)NC(=S)NC2=O)c(C)n1C1CCCC1 | -41 | -6 | 3 | -9 | 0.1 | 48* | 0.0 | 6
COC(=O)C1=C(c2ccc(OCc3ccccc3)cc2)C[C@@H]2CC[C@H]1N2C(=O)NCc1cccc(OC)c1 | -13 | -7 | -3 | 10 | 0.7 | -14 | 0.0 | -1
COc1ccc(C#Cc2ccc([C@@H]3[C@@H](CO)N4CCCCN(C(=O)Cc5cccnc5)C[C@@H]34)cc2)cc1 | -19 | -38 | 11 | -1 | 2.8 | / | 0.3 | 1
CC(=O)NC(C)Cc1ccccc1 (centres undefined) | / | 3 | -9 | 11 | / | -6 | / | /
C=CC(C)C(C(=O)c1ccccc1)N(C)C (centres undefined) | 5 | 0 | -10 | / | -0.7 | / | 0.2 | 2
COc1ccc(C2=CC(c3ccc4c(c3)OCO4)c3c(c4ccccc4oc3=O)O2)cc1OC (centres undefined) | -37 | 14 | -5 | / | 1.9 | / | 0.1 | 2
COC(=O)[C@@H]1C[C@]2(C(=O)O)c3ccccc3N(OOSc3ccccc3)[C@@H]2N1C(=O)OC | 2 | 0 | -17 | -3 | 2.5 | -2 | 0.0 | 0
Cn1c(O)c(C=NCc2cccs2)c(=O)n(C)c1=O | -7 | 17 | -1 | 10 | 2.7 | -4 | / | 1
CC(C)(C)n1cc(C(=O)c2ccccc2OCCCF)cn1 | -3 | 12 | 9 | 0 | -2.5 | -8 | 0.0 | 1
COC(=O)C1=C(c2ccc(S(C)(=O)=O)cc2)C[C@@H]2CC[C@H]1N2C(=O)NCc1ccco1 | -15 | -8 | 2 | -19 | -1.7 | -3 | 0.0 | 0
C[N+]1(C)C2CC(OC(=O)C(CO)c3ccccc3)CC1C1OC12 (centres undefined) | -5 | / | -4 | -8 | 4.3 | 3 | 0.1 | 0
O=C(COc1ccc(Br)cc1)N1CCN(Cc2ccc3c(c2)OCO3)CC1 | -6 | -51 | 0 | -6 | -1.1 | 4 | -0.1 | -5
CCCCNc1ccncc1S(=O)(=O)NC(=O)NC(C)C | / | 1 | -8 | -1 | / | -5 | / | /
O=c1[nH]c2ccccc2n1C1CCN(C(c2ccccc2)c2nnnn2-c2ccc3c(c2)OCCO3)CC1 (centres undefined) | -15 | -2 | / | 11 | 2.1 | 5 | 0.0 | -7
CCCC(CCC)C(=O)OC[N+](C)(C)CCOC(=O)C(O)(c1ccccc1)C1CCCC1 (centres undefined) | 29 | -12 | -4 | 15 | / | -8 | 0.1 | -1
O=C1NC(=O)C(CCc2ccncc2)(CCc2ccncc2)C(=O)N1CCc1ccccc1 | -119 | -10 | -13 | 12 | 3.1 | 3 | 0.0 | -2
CCOC(=O)c1ccc2[nH]c(-c3ccc(S(=O)(=O)F)cc3)cc(=O)c2c1 | 8 | 3 | 3 | -10 | 0.1 | -7 | 0.0 | 2
CCCCn1c(O)c(C(C)=NCc2ccc3c(c2)OCO3)c(=O)[nH]c1=O | 2 | 6 | -3 | / | 2.4 | / | 0.1 | -2
O=C(N/N=C/c1c(O)n(Cc2ccc(F)cc2)c(=S)[nH]c1=O)c1ccncc1 | -31 | -2 | 61* | 10 | -0.6 | 4 | 0.3 | 8

Next compounds follow:
SMILES | RAD52 anneal inh | GSIS activator | ARNT TACC3 PPI | RAD54 inh | F508del corr | esBAF inh | XiGFP reactiv | ERAP1 inh
O=[N+]([O-])c1cccc2c([N+](=O)[O-])cccc12 | 1 | 2 | / | 0 | -1.3 | -9 | / | -2
c1ccc(C2NCCc3[nH]cnc32)cc1 (centres undefined) | -6 | 5 | 1 | 2 | -0.4 | -2 | 0.0 | -2
CC1CCN(C(=O)CCl)CC1 | -7 | 16 | -2 | / | / | / | 0.0 | 15
COC(=O)C1C(c2ccc(Cl)cc2)CC2CCC1N2C (centres undefined) | -1 | 13 | / | / | -4.0 | / | / | -4
Cc1ccc(S(=O)(=O)N2CCN(C(=O)COC(=O)Cc3ccccc3)CC2)c(C)c1 | 2 | -9 | -1 | 18 | 1.5 | -3 | 0.4 | -1
COc1ccc(-n2nc(C(=O)NCC(=O)N3CCC4(CC3)OCCO4)c3ccccc3c2=O)cc1 | -14 | -4 | -4 | -3 | -1.3 | 20 | 0.0 | 11

Profiles from above. Screens in order: RAD52 anneal inh, GSIS activator, ARNT TACC3 PPI, RAD54 inh, F508del corr, esBAF inh, XiGFP reactiv, ERAP1 inh
`O=[N+]([O-])c1cccc2c([N+](=O)[O-])cccc12` reads 1, 2, /, 0, -1.3, -9, /, -2
`COc1ccc(NC(=S)NC(NC(=O)CF)C(Cl)(Cl)Cl)cc1[N+](=O)[O-]` (centres undefined) reads 14, 37, 4, -7, 0.1, /, 0.3, -5
`N=C1c2ccccc2CN1NC(=O)c1ccco1` reads -5, /, -11, 1, -1.7, -4, -0.1, 0
`CCCCn1c(O)c(C(C)=NCc2ccc3c(c2)OCO3)c(=O)[nH]c1=O` reads 2, 6, -3, /, 2.4, /, 0.1, -2
